H9c2 protect – myocardial damage modulation in H9c2 cells. H9c2 cardiomyocytes, H2O2 injury protection, ATPLite, 2 h. protection from H2O2 cell death, % at 20 µM. hit rate 0.63% among 360,000;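 active = compounds giving at least 50% protection of heart cells from peroxide-induced death in the single-dose screen, raw or plate-pattern-corrected value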;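 note: 0% = DMSO wells with peroxide and 100% = DMSO wells without peroxide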
ABCB6 inh 2 – blocks the human ABCB6 transporter. Q9NP58. K562-ABCB6 porphyrin accumulation, flow cytometry, 1 h; stronger effect = lower value. fluorescence ratio to DMSO, % at 10 µM. hit rate 0.19% among 360,000. AID 602162;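 active = fluorescence ratio to DMSO below 75%, the collection mean minus 3 SD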;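 note: signal is porphyrin accumulated inside mitochondria; 100% equals median channel fluorescence of DMSO control wells; lower ratio means ABCB6 inhibition with less porphyrin fluorescence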
Target sequence (Q9NP58 whole entry, looked up): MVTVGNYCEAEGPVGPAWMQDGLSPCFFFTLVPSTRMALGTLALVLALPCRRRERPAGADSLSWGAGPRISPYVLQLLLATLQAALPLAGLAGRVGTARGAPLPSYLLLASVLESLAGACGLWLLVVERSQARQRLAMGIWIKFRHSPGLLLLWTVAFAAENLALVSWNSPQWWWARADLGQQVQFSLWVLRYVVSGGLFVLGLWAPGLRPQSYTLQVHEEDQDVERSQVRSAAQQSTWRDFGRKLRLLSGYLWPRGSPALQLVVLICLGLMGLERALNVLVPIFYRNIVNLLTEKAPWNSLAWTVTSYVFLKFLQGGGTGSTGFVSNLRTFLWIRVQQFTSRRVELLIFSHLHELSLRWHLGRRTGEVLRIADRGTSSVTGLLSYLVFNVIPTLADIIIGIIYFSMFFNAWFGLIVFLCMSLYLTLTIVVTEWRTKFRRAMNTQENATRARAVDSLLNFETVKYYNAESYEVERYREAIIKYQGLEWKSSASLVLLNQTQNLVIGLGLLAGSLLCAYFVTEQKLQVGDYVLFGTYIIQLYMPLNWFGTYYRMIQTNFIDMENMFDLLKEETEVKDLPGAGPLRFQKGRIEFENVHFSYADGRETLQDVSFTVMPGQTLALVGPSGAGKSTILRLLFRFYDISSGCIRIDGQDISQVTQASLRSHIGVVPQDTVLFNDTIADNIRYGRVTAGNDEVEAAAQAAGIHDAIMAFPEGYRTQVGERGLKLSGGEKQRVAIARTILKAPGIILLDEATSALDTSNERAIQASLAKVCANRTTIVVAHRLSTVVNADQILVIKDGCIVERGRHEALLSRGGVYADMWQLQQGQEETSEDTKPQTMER
HTR2A ag – activates the mouse 5-HT2A serotonin receptor; P35363; CHO-K1 mHTR2A beta-arrestin complementation, luminescence; percent of 30 µM serotonin response; activation, % at 7.6 µM; hit rate 0.66% among 360,000; AID 624169;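 active = activation above a run cutoff, the mean activation of all tested compounds plus 3 SD, cut at about 14% in these data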;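 note: 0% = plate median of compound wells and 100% = 30 µM serotonin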
MC4R antagonist – antagonists of human melanocortin 4 receptor (MC4R); P32245; MC4R-expressing cells, MTII-stimulated cAMP, LANCE TR-FRET; inhibition, % at 6.5 µM; hit rate 0.48% among 360,000;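 active = inhibition above its plate's cutoff, the mean of tested wells on that plate plus 3 SD, cut at about 29% in these data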;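 note: 0% = Melanotan II alone and 100% = Melanotan II plus saturating MCL0020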
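System: U2OS-MC4R stable cell line; Technique: Eu-cAMP/anti-cAMP TR-FRET, emission 671 nm; Repeats: single well per compound; Also added: Melanotan II; Dosing: one concentration, 6.5 µM nominal; Schedule: 30-min compound, 1-h challenge, 1-h detection, room temperature.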
N-glyco inh – blocks N-linked glycosylation in D54 reporter cells; D54 ERlucT glycosylation luciferase reporter, 24 h; percent of 100 nM tunicamycin response; reporter increase, % at 12.5 µM; hit rate 0.23% among 360,000;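 active = mean luciferase reporter signal, scaled so untreated is 0 and the glycosylation-blocking control 100, at or above a set limit in every replicate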;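 note: luciferase carries N-glycosylation sites so blocking glycosylation raises the light; 0% = median of neutral control wells and 100% = median of 100 nM tunicamycin wells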
NCOA2 inhibitor – inhibits human steroid receptor coactivator 2. AID 651957. inhibition, % at 9 µM. HEK293 GAL4-SRC2 luciferase reporter, luminescence. Q15596. hit rate 0.17% among 370,000;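 active = inhibition above the mean inhibition of all tested compounds plus 3 SD, set per campaign, cut at about 52% in these data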;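 note: 0% = DMSO treated cells and 100% = cells given Gossypol at 36 µM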
NOD2 RIPK2 PPI – inhibitors of human NOD2-RIPK2 interaction; hit rate 0.38% among 360,000; O43353; inhibition, % at 4.98 µM; CHO BLA complementation NOD2-RIPK2, CCF4 ratio; AID 624267; in the data active = inhibition above about 21%;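 note: 0% = vehicle only and 100% = reference blocker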
TLR9-MyD88 block – inhibitors of human TLR9-MyD88 binding | CHO BLA complementation TLR9-MyD88, CCF4 FRET ratio | Q9NR96+Q99836 | AID 504734 | hit rate 0.21% among 340,000 | inhibition, % at 4.98 µM;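 active = inhibition above the mean over all tested compounds plus 3 SD, cut at about 21% in these data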;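 note: 0% = DMSO only wells and 100% = clavulanate BLA inhibitor control wells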
MC4R barr agon – activates human MC4R beta-arrestin recruitment; P32245; U2OS MC4R beta-arrestin complementation, luminescence; percent of melanotan II response, DMSO zero; activation, % at 8.9 µM; hit rate 0.98% among 360,000; AID 540308;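 active = activation above a per-plate cutoff, the mean activation of sample wells on that plate plus 3 SD, cut at about 8% in these data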
ABHD5-PLIN5 inh – ABHD5-PLIN5 protein interaction inhibition; Q00G26+Q8WTS1; Split G. princeps luciferase complementation, luminescence, 4 h; inhibition, % at 4 µM; hit rate 0.78% among 360,000; AID 602281;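 active = inhibition above the mean inhibition across every tested compound plus 3 SD, cut at about 22% in these data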;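 note: 0% = DMSO only wells and the 100% control is not disclosed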
* marks the source's active call; other numbers are inactive results; x = not tested or not shown.

SMILES	H9c2 protect	ABCB6 inh 2	HTR2A ag	MC4R antagonist	N-glyco inh	NCOA2 inhibitor	NOD2 RIPK2 PPI	TLR9-MyD88 block	MC4R barr agon	ABHD5-PLIN5 inh
CCOC(=O)C1CCN(c2nc(-c3ccc(Br)cc3)nc3ccccc23)CC1	-9.3	98.0	0.8	7.9	-2.1	-4.5	-12.5	10.4	-2.4	-3.9
N#Cc1ccccc1S(=O)(=O)N1CCN(C(=O)CCc2ccccc2)CC1	1.3	102.0	5.8	-3.0	0.0	-7.8	-7.0	-4.7	-0.4	3.9
CC(C)CN(/C=N/c1sc2c(c1C#N)CCCCC2)CC(C)C	-11.2	97.0	-8.9	-2.0	-2.3	0.7	-8.9	1.2	-3.5	-23.0
O=C1CN(C(=O)CN2CCCC2)C(c2ccccc2)c2cc(Br)ccc2N1 (stereo not given)	7.1	100.0	-3.6	14.1	-1.4	5.5	-0.4	-2.7	-0.3	4.0
CC1(C)CC2CC(C)(CN2S(=O)(=O)c2ccc(C(=O)Nc3cc(S(=O)(=O)N4CCOCC4)ccc3Cl)cc2)C1 (stereo not given)	-14.1	96.0	-3.0	18.3	-10.7	20.7	2.5	5.5	-1.9	2.5
O=C(Nc1c[nH]c(=O)[nH]c1=O)c1ccccc1Cl	5.4	102.0	0.7	4.1	0.3	-5.8	0.5	-0.2	-0.4	5.1
O=C(CSc1nnc(CNC(=O)c2cccc(C(F)(F)F)c2)o1)NC1CCCC1	2.4	108.0	7.3	-0.1	-0.6	-23.9	4.0	-12.3	-2.5	1.6
CCCCNc1oc(-c2cccs2)nc1S(=O)(=O)c1ccccc1	-8.5	96.0	-1.3	7.1	-1.7	-13.4	0.8	14.3	-2.3	-2.6
O=C(NC(=S)Nc1cccc(O)c1)c1ccco1	-7.4	98.0	-3.1	-0.7	-2.1	-73.7	4.0	12.3	-2.5	-3.7
C/C=C/c1ccc(OCCCCN(C)Cc2ccccc2)c(OC)c1	-2.8	95.0	-6.0	5.4	1.3	-1.6	-1.3	3.0	0.8	9.4
CC(=O)N1CCc2cc(S(=O)(=O)N3c4ccccc4CC3C)ccc21 (stereo not given)	-12.7	94.0	4.4	-17.9	12.9	-8.5	-12.2	11.2	0.1	-0.3
CCOC(=O)N1C2=NC(C(=O)OC)=C(C(=O)OC)[C@@H]3Nc4ccccc4[C@]23C[C@H]1C(=O)OC	-1.4	95.0	5.4	2.6	0.0	-13.8	5.6	1.3	-1.5	4.2
N#C/C(=C(/O)c1ccc([N+](=O)[O-])o1)c1nc2ccccc2[nH]1	-15.9	99.0	0.1	4.0	14.9	22.2	-2.9	-7.9	1.2	2.0
Cc1nnc(NC(=O)c2ccc(S(=O)(=O)N3CCOCC3)cc2)s1	0.3	101.0	-1.3	7.7	0.7	-16.0	0.6	2.7	1.3	-0.9
O=C(O)COc1ccc(C=C2SC(=S)N(c3ccccc3)C2=O)cc1	-6.3	99.0	2.8	-0.3	-0.5	-11.6	-16.0	-3.9	-0.8	3.9
COc1ccc(OCCCC(=O)Nc2ccc(N3CCCCC3)cc2)cc1	1.5	96.0	5.3	2.0	2.9	3.4	6.6	-3.2	-0.7	2.3
CCOc1ccccc1C(=O)Nc1ccc(S(=O)(=O)Nc2nccc(C)n2)cc1	6.2	100.0	1.6	16.5	2.6	5.2	2.6	-11.3	-1.6	-3.4
Cc1ccc(C(c2nnnn2CCC(C)C)N2CCN(C)CC2)cc1 (stereo not given)	-2.5	86.0	-5.9	-0.8	1.0	6.5	-9.8	-3.4	0.9	-0.3
Cc1cc(-c2nnc(SCC(=O)Nc3ccccn3)o2)no1	-3.4	86.0	7.2	-6.8	-0.2	-0.4	-7.3	5.5	3.1	7.7
O=C(NNc1ccc([N+](=O)[O-])cc1)c1ccco1	-0.7	100.0	1.5	2.6	2.0	-13.8	17.3	2.1	0.6	0.0
Fc1ccccc1-c1csc(-c2cccnc2)n1	-3.9	100.0	14.3	-6.7	1.6	0.9	-13.4	-8.2	-1.8	15.3
Cc1nc([N+](=O)[O-])c(Br)n1CC(=O)c1cccc([N+](=O)[O-])c1	-7.1	100.0	-2.5	10.0	5.9	13.5	0.0	-5.2	-2.2	6.5
COc1ccc(C(=O)C(C)OC(=O)CCN2C(=O)C3CC=CCC3C2=O)cc1 (stereo not given)	-8.0	98.0	7.8	-4.5	-0.4	-21.2	-2.1	-3.4	-0.7	6.1
COc1ccc(C)cc1-n1nnnc1SCc1nc(N)nc(N(C)C)n1	-18.4	94.0	-0.2	16.7	4.5	-11.0	-5.7	x	-0.4	-4.3
CCc1ccc(NC(=O)C(C)OC(=O)Cn2[nH]c(=O)c3ccccc3c2=O)cc1 (stereo not given)	25.0	101.0	1.1	-1.3	2.4	-6.7	2.0	0.1	0.9	0.7
O=C(C(Cc1ccccc1)N1C(=O)C2C3CCC(C3)C2C1=O)N1CCCCC1 (stereo not given)	8.4	99.0	5.1	1.8	4.0	-12.4	0.0	4.3	0.1	-0.8
CC(=O)Nc1cc(-c2ccc(C(=O)N3CCOCC3)cc2)cn2c(-c3ccc(C(C)=O)cc3)cnc12	76.3*	97.0	7.4	7.7	-6.4	-9.1	4.9	x	2.6	10.2
COc1ccccc1NS(=O)(=O)c1cc(C(=O)NCC2CCCO2)ccc1C (stereo not given)	18.9	103.0	-1.5	11.5	4.1	-29.3	-3.4	9.3	-1.4	-9.3
COc1cccc(NC(=O)Nc2nnc(-c3ccccc3SCc3ccccc3)s2)c1	0.3	101.0	1.4	-4.0	-0.2	18.3	-2.1	-9.1	-0.1	-1.6
CN(C)c1ccc(/C=N\NC(=O)c2csnn2)cc1	-17.0	101.0	8.4	-8.1	-6.1	-24.4	-10.4	-7.1	-1.3	-6.0
O=C(O)c1cccc(-c2nnn(Cc3ccccc3Cl)n2)c1	7.0	96.0	3.0	8.6	-8.7	-62.4	1.0	4.0	-1.8	-4.1
O=C(NC1CCCCC1)C(C1CC1)n1c(=O)c(-c2ccccc2)nc2ccccc21 (stereo not given)	x	x	0.0	x	x	15.9	-4.9	x	x	-4.8
CCOC(=O)/C=C/c1ccccc1S(=O)(=O)NC(C)(C)C	2.9	99.0	5.9	-5.8	0.9	-0.1	-16.8	-7.2	0.8	-4.7
COc1ccc(-c2cnnc(N/N=C/c3ccc(C)o3)n2)cc1	-2.7	97.0	1.9	-22.4	1.1	-16.5	-6.5	3.5	-1.6	2.9
Cc1oc(-c2ccccc2F)nc1CS(=O)(=O)CC(=O)N1CCc2ccccc21	-8.5	102.0	2.1	-0.9	1.2	6.8	-1.1	-5.3	-0.8	-0.1
Cc1ccc(C2Nc3cccc4cccc(c34)N2)s1	-8.1	111.0	2.2	-1.7	4.8	-5.4	4.7	-1.5	-2.6	4.1
CCN1C(=O)CSC1=Nc1ccc(OC)cc1	-2.7	98.0	-1.1	14.4	2.2	-5.4	9.2	-8.9	1.8	-5.3
CC(Sc1nnc(N)s1)C(=O)NCc1ccc2c(c1)OCO2 (stereo not given)	5.2	96.0	-7.0	-0.8	0.8	6.7	3.5	2.5	-4.6	-6.0
Cc1cccc(S(=O)(=O)c2c(N)n(-c3ccccc3)c3nc4ccccc4nc23)c1	7.0	90.0	1.8	13.6	-2.7	12.5	0.0	-12.7	-0.4	6.8
CCCCCCCCC(c1nc2ccccc2[nH]1)N1CCN=C(c2ccccc2)C1=O (stereo not given)	-5.6	95.0	5.1	x	2.1	-1.2	-10.3	x	x	-10.8
COCCNc1ncnc2c1ncn2[C@H]1CN(Cc2ccc(Cl)cc2)C[C@@H](CO)O1	10.2	96.0	3.5	-1.4	2.1	7.5	10.1	x	0.4	-1.6
Cn1c(=O)n(C)c2cc(S(=O)(=O)N3CCOCC3)ccc21	-3.9	97.0	3.8	13.9	1.1	-7.0	2.7	6.2	-1.3	2.3
CS(=O)(=O)N1CC(C(=O)O)Oc2ccc(CC(=O)O)cc21 (stereo not given)	3.6	100.0	5.1	1.0	0.4	-12.6	-2.5	6.7	-0.7	-2.5
CSc1nc2[nH]ncc2c(=O)n1-c1ccccc1	7.0	103.0	-4.3	-3.0	3.8	-12.4	5.3	1.3	-1.5	-1.5
Cc1ccc(S(=O)(=O)N2CCCC2C(=O)OCc2ccccc2)cc1 (stereo not given)	2.2	102.0	0.5	3.1	-0.9	-8.3	-2.7	-5.9	-0.5	4.0
Cc1ccc(CN2CCN(Cc3cn[nH]c3C3CCCCC3)CC2CCO)cc1 (stereo not given)	1.2	99.0	-5.5	2.5	-0.3	4.6	-15.0	1.7	-0.2	7.3
COc1ccc(S(=O)(=O)N2CCCCCC2)cc1C(=O)N(CC(C)C)C1CCS(=O)(=O)C1 (stereo not given)	2.9	94.0	-5.1	-8.3	0.7	-10.9	5.6	4.9	-0.9	12.5
COc1ccc(NC(=O)CSCC(=O)NCc2ccco2)cc1	1.9	100.0	3.3	9.6	0.3	-22.3	2.0	-7.1	-0.4	4.9
Cc1cc(C)c(/C=N/NC(N)=O)c(C)c1/C=N/NC(N)=O	-0.7	94.0	3.5	-21.4	2.3	-21.9	-4.0	5.5	-0.3	11.1
CC(C)OCCCNc1nc2c(c(=O)n(Cc3ccccc3F)c(=O)n2C)n1C	6.4	90.0	4.1	13.6	0.4	-6.8	1.7	-0.2	1.7	-1.6

Sorted by value in ABHD5-PLIN5 inh (smallest number first): 4 of the compounds above.
mol | ABHD5-PLIN5 inh
CS(=O)(=O)N1CC(C(=O)O)Oc2ccc(CC(=O)O)cc21 (stereo not given) | -2.5
COCCNc1ncnc2c1ncn2[C@H]1CN(Cc2ccc(Cl)cc2)C[C@@H](CO)O1 | -1.6
CSc1nc2[nH]ncc2c(=O)n1-c1ccccc1 | -1.5
Cc1ccc(CN2CCN(Cc3cn[nH]c3C3CCCCC3)CC2CCO)cc1 (stereo not given) | 7.3

The list goes on.
SMILES	H9c2 protect	ABCB6 inh 2	HTR2A ag	MC4R antagonist	N-glyco inh	NCOA2 inhibitor	NOD2 RIPK2 PPI	TLR9-MyD88 block	MC4R barr agon	ABHD5-PLIN5 inh
CCOC(=O)C1=C(N)N(c2ccccc2)C(=O)C1	13.0	94.0	0.7	6.8	2.4	-8.5	2.6	2.2	0.0	9.6
CCn1c(COc2ccccc2OC)nc2ccccc21	-0.4	103.0	-2.8	-1.7	0.5	-32.9	-2.6	6.8	-1.4	-1.9
COc1ccccc1NC(NC(=O)c1ccco1)C(=O)c1ccccc1 (stereo not given)	1.1	98.0	2.3	4.1	-2.5	10.5	-14.5	-5.6	3.5	-2.7
CCCS(=O)(=O)N1CCCC(C(=O)NC2CCCC(C)C2C)C1 (stereo not given)	-4.9	102.0	4.5	5.2	1.0	-3.6	-6.2	-0.3	1.3	-2.1
CCCn1nnnc1NC(=O)c1ccc2ccccc2c1	45.7	93.0	3.0	-7.9	2.8	11.2	-6.1	3.0	-3.2	-4.2

Only part of the results is shown, so the mix of outcomes need not match the whole.
